Compound activity as filed in PubChem.
RT RNaseH block – inhibitors of HIV-1 reverse transcriptase RNase H; inhibition, % at 10 µM; 65,000 tested, 1.9% active; AID 565; RT-RNase H RNA/DNA duplex cleavage, fluorescence; P04585; in the data active = inhibition above about 50%
RmlC RmlD mix – mixture blocks RmlC and RmlD coupled enzyme activity; 110,000 tested, 0.39% active; inhibition, % at 5.5 µM; RmlC/RmlD coupled enzyme inhibition, 384-well mixture HTS; AID 1532; in the data active = inhibition above about 30%, passing the limit was not always enough; inconclusive = no clear call, values can overlap the other calls; also: strong numbers were not always called active
Starred values were filed as active, the others as inactive.

Results for O=C(CN1CCC(n2nnc3cc(F)ccc32)CC1)NCc1ccco1 ?
RT RNaseH block: -2; RmlC RmlD mix: 2

How did CCc1c(C)nc2ncnn2c1N1CCC(C(=O)NCc2ccc3c(c2)OCO3)CC1 do in these assays?
RT RNaseH block: -23; RmlC RmlD mix: 8

Results for CCOCCn1c(SCc2ccc(C)cc2)nc2c1c(=O)[nH]c(=O)n2C ?
RT RNaseH block: -20; RmlC RmlD mix: -10

Results for O=C(/C=C\NCC(=O)c1ccccc1)c1ccc(F)cc1 ?
RmlC RmlD mix: inconclusive

Results for Cc1ccc(CNC(=O)C2CCCN(S(=O)(=O)c3c(C)n[nH]c3C)C2)cc1 (stereo unspecified) ?
RmlC RmlD mix: -19

How did COc1cc(-c2nc3oc4ccccc4c(=O)c3c(=O)n2Cc2ccco2)cc(OC)c1OC do in these assays?
RT RNaseH block: 0; RmlC RmlD mix: 12

What do the screens show for `Cc1cc(OCCN2CCOCC2)nc2ccccc12`?
RT RNaseH block: -11; RmlC RmlD mix: 2

Results for Cc1cccc(S(=O)(=O)c2c(N)n(Cc3ccco3)c3nc4ccccc4nc23)c1 ?
RT RNaseH block: 3; RmlC RmlD mix: -39

How did Cc1cc(C(=O)CSc2nnc(-c3ccc(F)cc3)o2)c(C)n1CC1COc2ccccc2O1 (stereo unspecified) do in these assays?
RmlC RmlD mix: 14

Results for COc1ccc(NC(=O)CSc2nnc(-c3ccccn3)n2N)cc1Cl ?
RT RNaseH block: -2; RmlC RmlD mix: 0

Results for c1csc(-c2nnc(-c3ccc(N4CCOCC4)cc3)o2)c1 ?
RT RNaseH block: -1; RmlC RmlD mix: -30

Results for C=CCNC(=S)Nc1ccccc1 ?
RmlC RmlD mix: 12

Results for NNc1nc(-c2ccccc2)cc(-c2ccccc2O)n1 ?
RmlC RmlD mix: -84

How did OCCN1CCOCCN(CCO)CCOCC1 do in these assays?
RT RNaseH block: 2; RmlC RmlD mix: 2

How did CC(=O)CSc1nnc(-c2ccc(S(=O)(=O)N3CCC(C)CC3)cc2)o1 do in these assays?
RmlC RmlD mix: -2

How did Cn1c(=O)c2c(nc(CN3CCOCC3)n2CCCO)n(C)c1=O do in these assays?
RT RNaseH block: -12; RmlC RmlD mix: -13

How did CC(C)CC(c1nnnn1Cc1cccs1)N1CCN(c2nc3ccccc3s2)CC1 (stereo unspecified) do in these assays?
RmlC RmlD mix: 8

Results for C=CCn1c(SCc2c(F)c(F)c(F)c(F)c2F)nc(O)cc1=O ?
RT RNaseH block: 1; RmlC RmlD mix: -66

Results for CCOC(=O)c1cc(NC(=O)c2ccoc2C)cc(C(=O)OCC)c1 ?
RT RNaseH block: -13; RmlC RmlD mix: 106

How did CC(C)c1ccc2oc(-c3ccc(N)cc3)nc2c1 do in these assays?
RT RNaseH block: -5; RmlC RmlD mix: -16

What do the screens show for `O=C(C1CCN(c2nnc(N3CCCC3=O)s2)CC1)N1CCN(Cc2ccc3c(c2)OCO3)CC1`?
RT RNaseH block: -15; RmlC RmlD mix: -10

What do the screens show for `Cc1cccn2c(=O)c3cc(C(=O)NCCN4CCOCC4)n(Cc4ccccc4)c3nc12`?
RT RNaseH block: -2

How did CCOC(=O)CN1c2ccccc2NC(=O)CC1C (stereo unspecified) do in these assays?
RT RNaseH block: -3; RmlC RmlD mix: 7

Results for O=C(NC1CC1)c1cc(-c2ccccn2)nc2ccccc12 ?
RmlC RmlD mix: 10

What do the screens show for `Cc1nn2c(C(F)(F)F)cc(-c3ccc(Cl)cc3)nc2c1C(=O)N1CCOCC1`?
RT RNaseH block: -5; RmlC RmlD mix: -4

Results for CCCN1CCN(CCCNC(=O)C2CCCN(c3nc4ccc(OCC)cc4s3)C2)CC1 (stereo unspecified) ?
RT RNaseH block: -2; RmlC RmlD mix: 0

Results for CS(=O)(=O)N(Cc1ccccc1F)c1ccccc1 ?
RmlC RmlD mix: -9

Results for CCN(CC)c1ccc(C=Nc2ccc(C#N)cc2)c(O)c1 ?
RT RNaseH block: -17; RmlC RmlD mix: -34

Results for O=C1OCC2=C1C(c1ccc3c(c1)OCO3)Sc1ccccc1N2 (stereo unspecified) ?
RT RNaseH block: -33; RmlC RmlD mix: 35

What do the screens show for `S=C(c1ccc(-c2ccc(Cl)cc2Cl)o1)N1CCCCC1`?
RmlC RmlD mix: 11

How did CCc1nc(C)ccc1OCC(=O)O do in these assays?
RT RNaseH block: 1; RmlC RmlD mix: -11

How did Cc1ccc(CCCOC(=O)C[N+]2(C)CCOCC2)cc1 do in these assays?
RmlC RmlD mix: 6

How did CCC(=O)N1c2ccccc2C(N(C(C)=O)c2ccccc2)CC1C (stereo unspecified) do in these assays?
RmlC RmlD mix: 6

Results for CCOC(=O)CSc1nnc(CNC(=O)c2ccco2)n1C ?
RT RNaseH block: 4; RmlC RmlD mix: -9

What do the screens show for `O=C1CC(N2CCN(S(=O)(=O)c3cccc(C(F)(F)F)c3)CC2)C(=O)N1Cc1ccccc1` (stereo unspecified)?
RT RNaseH block: 5; RmlC RmlD mix: 0

What do the screens show for `COc1ccc(C2CC(=O)Nc3ccccc3S2(=O)=O)cc1OC` (stereo unspecified)?
RT RNaseH block: -2; RmlC RmlD mix: 2

What do the screens show for `CCN1CCCC1CNS(=O)(=O)c1ccc(C(=O)Nc2ccccc2)cc1` (stereo unspecified)?
RT RNaseH block: -7; RmlC RmlD mix: -130

How did CCOCCCn1cnc2c(c1=O)c1nc3ccccc3nc1n2-c1ccc(C)cc1 do in these assays?
RT RNaseH block: 4; RmlC RmlD mix: 11

What do the screens show for `COc1ccccc1/C=C1\S/C(=N/NC(=O)c2cccc(Br)c2)NC1=O`?
RmlC RmlD mix: 2

How did Cc1cc(C)c(C#N)c(SCC(=O)N(C)C2CCCCC2)n1 do in these assays?
RT RNaseH block: -9; RmlC RmlD mix: 9

What do the screens show for `Cc1ccc(CCNC(=O)C2CCN(S(=O)(=O)c3ccc4c(c3)CCC(=O)N4)CC2)cc1`?
RT RNaseH block: -7; RmlC RmlD mix: 5

What do the screens show for `Cc1nc(NC(=S)NC(=O)c2ccccc2)sc1C(=O)N(C)C`?
RmlC RmlD mix: 6

How did Nc1cccc(-c2nc3ccccc3s2)c1 do in these assays?
RmlC RmlD mix: 3

Results for CN1C(=O)c2ccccc2C(C(=O)NCC2CCCO2)C1c1c[nH]c2ccccc12 (stereo unspecified) ?
RT RNaseH block: -3; RmlC RmlD mix: 1

How did COc1cc(C(=O)OCc2cc3ccccc3[nH]c2=O)cc(OC)c1OC do in these assays?
RT RNaseH block: -12; RmlC RmlD mix: 9

How did CCc1cccc(Nc2cc(C)nc3nc(C)nn23)c1 do in these assays?
RT RNaseH block: -13; RmlC RmlD mix: 7

What do the screens show for `c1ccc(Cn2ncc3ccccc32)cc1`?
RT RNaseH block: -52; RmlC RmlD mix: 8

How did CN1C(=S)SC(/[N+]([O-])=C\c2ccco2)C1(C)C (stereo unspecified) do in these assays?
RT RNaseH block: -14; RmlC RmlD mix: 2

Results for CCC1(CC)C(=O)C2=C3C1[C@H](C(=O)OC)C=C(C(=O)OC)C[C@H]3n1c(=O)n(-c3ccccc3)c(=O)n1[C@H]2C (stereo partly specified) ?
RmlC RmlD mix: 3

How did COc1ccc(C2/C=C\CNCC(=O)N2Cc2ccc(F)cc2)cc1 (stereo unspecified) do in these assays?
RmlC RmlD mix: 8

How did COc1ccc(OC)c(C(=O)c2ccc(C(=O)c3cc(OC)ccc3OC)cc2)c1 do in these assays?
RmlC RmlD mix: 4

How did O=c1[nH]c(=O)n(-c2ccc(F)cc2)c(O)c1C=Nc1ccccc1N1CCCC1 do in these assays?
RT RNaseH block: 74*; RmlC RmlD mix: 43

What do the screens show for `COc1ccccc1N1CCN(C(=O)c2c(-c3ccccc3Cl)noc2C)CC1`?
RT RNaseH block: -4; RmlC RmlD mix: -8

How did CCCN(CCC)C(=O)CSc1nc2ccccc2c(=O)n1CC1COc2ccccc2O1 (stereo unspecified) do in these assays?
RmlC RmlD mix: -6

What do the screens show for `CCOC(=O)c1cc(-c2nnc(-c3cc(OC)c(OC)c(OC)c3)o2)c(C)nc1C`?
RT RNaseH block: -6; RmlC RmlD mix: -3

Results for CCOc1ccc2[nH]c(=O)c(CN(Cc3cccs3)C(CC)c3nnnn3C(C)(C)CC)cc2c1 (stereo unspecified) ?
RT RNaseH block: -10; RmlC RmlD mix: 9

Results for Clc1ccccc1Nc1c2c(nc3ncnn13)CCC2 ?
RT RNaseH block: -13; RmlC RmlD mix: 2

What do the screens show for `CCOC(=O)N1CCN(c2nc(-c3cccc(OC)c3)cc(C(F)(F)F)n2)CC1`?
RT RNaseH block: 10; RmlC RmlD mix: -4

Results for O=C1CCN(C(=O)c2ccccc2)C2CCCCC12 (stereo unspecified) ?
RT RNaseH block: -3; RmlC RmlD mix: 4

How did CCOC(=O)c1cnc2cc(-c3ccc(C(C)(C)C)cc3)nn2c1N do in these assays?
RmlC RmlD mix: -17

Results for CCN(CC)S(=O)(=O)c1ccc2oc(C(=O)NCC3COc4ccccc4O3)c(C)c2c1 (stereo unspecified) ?
RT RNaseH block: 2; RmlC RmlD mix: -3

Results for CCN1C(=O)N[C@@H](c2ccccc2)[C@H](C(=O)OC)[C@H]1C ?
RmlC RmlD mix: 7

What do the screens show for `CCOC(=O)c1c(NC(=O)CSc2nnnn2-c2ccc3c(c2)OCCO3)sc(C)c1C`?
RT RNaseH block: 5; RmlC RmlD mix: 3

How did Cc1ccc(N=C(NOC(=O)c2ccccc2)c2nonc2N)c(C)c1 do in these assays?
RmlC RmlD mix: -8

How did O=C(c1noc2c1CCc1ccccc1-2)N1CCc2ccccc2C1 do in these assays?
RT RNaseH block: 6; RmlC RmlD mix: 12

How did COc1ccc(S(=O)(=O)Nc2ccc(S(=O)(=O)N3CCOCC3)cc2)cc1 do in these assays?
RT RNaseH block: -6; RmlC RmlD mix: -14

How did COC(=O)C1CCN(c2cc(=O)n(C3CCCCC3)c(=O)[nH]2)CC1 do in these assays?
RT RNaseH block: -13; RmlC RmlD mix: -10

Results for Cc1ccc(SC(C)C(=O)Nc2ccccc2C(=O)N2CCOCC2)cc1 (stereo unspecified) ?
RmlC RmlD mix: 2

What do the screens show for `Cc1ccc(C(=O)Nc2ccc(-n3ccnc3P(=O)(O)c3ccccc3)cc2)cc1`?
RmlC RmlD mix: -13

How did Cc1cc(-c2nnc(-c3cc4ccccc4oc3=O)o2)c(C)n1-c1ccccc1 do in these assays?
RT RNaseH block: 34; RmlC RmlD mix: 18

What do the screens show for `CCc1nc2ccccc2[nH]1`?
RmlC RmlD mix: 7

What do the screens show for `Cc1cc(C)nc(NS(=O)(=O)c2ccc(NC(=O)CCN3C(=O)c4ccccc4C3=O)cc2)n1`?
RT RNaseH block: -4; RmlC RmlD mix: -1

How did Cc1ccc(OCC(=O)NNC(=O)CCc2ccccc2)cc1 do in these assays?
RmlC RmlD mix: 3

Results for COc1ccc(-n2c(=O)[nH]cc(C(=O)Nc3ccc4c(c3)OCCO4)c2=O)cc1 ?
RT RNaseH block: -10; RmlC RmlD mix: 10

How did CC1=C(C)C(=O)N(c2ccccn2)C1=O do in these assays?
RT RNaseH block: -7; RmlC RmlD mix: 6

What do the screens show for `CCC(CC)C(=O)Nc1cccc(C(=O)Nc2nccs2)c1`?
RmlC RmlD mix: -9

Results for Cc1cc(-c2ccccc2)nc(N(C)NC(=O)c2ccc(Cl)cc2)c1S(C)(=O)=O ?
RmlC RmlD mix: -7

What do the screens show for `O=C(Cn1c(=O)n2ncnc2c2c3c(sc21)CCCC3)c1ccccc1`?
RT RNaseH block: -1; RmlC RmlD mix: 5

What do the screens show for `Cc1cc(C(F)(F)F)nn1CC(=O)N(C)C1CCCCC1`?
RmlC RmlD mix: -7

Results for COc1ccc(-c2cc(C(=O)O)c(C)o2)cc1OC ?
RT RNaseH block: 5; RmlC RmlD mix: 14

How did CCN(CC(=O)Nc1c(C(=O)OC)[nH]c2ccccc12)c1ccc2c(c1)OCO2 do in these assays?
RT RNaseH block: -9; RmlC RmlD mix: -3

How did O=C(Nc1ccc(Cc2ccncc2)cc1)C1CCC(N2C(=O)C3C4C=CC(C4)C3C2=O)CC1 (stereo unspecified) do in these assays?
RmlC RmlD mix: inconclusive

What do the screens show for `Cc1cc2c(cc1C)NC(c1ccccn1)C1=C(CC(C)(C)CC1=O)N2` (stereo unspecified)?
RT RNaseH block: -10; RmlC RmlD mix: 9

An excerpt, so the mix of outcomes need not match the whole.
